# Screening results from PubChem.
# B2AR arrestin ag – agonists recruiting beta-arrestin to human beta2-adrenergic receptor | HTLA Tango cells, beta-arrestin recruitment, luciferase luminescence, 18 h | AID 1347077 | Potency, µM (doses to about 46.1 µM), for the others: at the top dose activation, most hits filed as activators | P07550 | 44,000 tested, under 10 active;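 also: potency is read from the fitted curve at half-maximal effect; 0% = DMSO and full agonism = EC100 isoproterenol or metaproterenol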
# Target sequence (P07550 whole entry, looked up): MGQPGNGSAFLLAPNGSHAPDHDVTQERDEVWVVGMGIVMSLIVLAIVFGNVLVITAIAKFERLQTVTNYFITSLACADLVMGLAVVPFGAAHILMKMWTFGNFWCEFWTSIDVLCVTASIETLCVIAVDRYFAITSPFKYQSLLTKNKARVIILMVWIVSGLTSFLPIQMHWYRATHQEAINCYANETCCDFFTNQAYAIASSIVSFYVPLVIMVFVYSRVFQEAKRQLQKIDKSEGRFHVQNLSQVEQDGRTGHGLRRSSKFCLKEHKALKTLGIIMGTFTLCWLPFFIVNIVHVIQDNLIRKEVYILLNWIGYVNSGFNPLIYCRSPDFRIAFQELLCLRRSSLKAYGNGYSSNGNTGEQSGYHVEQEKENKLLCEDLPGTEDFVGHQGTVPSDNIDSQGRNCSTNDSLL
#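 Luminescence read-out: arrestin recruitment to recombinant beta2-AR releases tTA, inducing luciferase. Cells exposed 18 hr at 37 degrees C to up to 46 microM compound; %Activity from corrected signal, concentration-response curves classified by r2, magnitude and efficacy.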
# FH mod – Identification of activators of human fumarate hydratase by quantitative high-throughput screening. Fumarate hydratase, mitochondrial (Homo sapiens), P07954. FH coupled MDH/diaphorase resazurin fluorescence, 15 min. Potency, µM (highest dose often 79.9 µM), inactives show at the highest dose activity change, negative = inhibition, hits mostly inhibitors. hit rate 0.22% among 54,000. AID 1347055, 2019; also: potency is read from the fitted curve at half-maximal effect; % is scaled to controls: 0 for no effect and ±100 for the full control effect; the screen sought activators but most active calls are inhibition curves; nearly all actives have a fitted effect of over 45% in size
# p53null 32C kill – p53 null cell cytotoxicity, permissive temperature | H1299-neo p53 null cells, ATP luminescence, 24 h, 32C | Potency, µM (top dose mostly 46.1 µM), for inactives: top-dose activity change, negative = cytotoxicity, most hits filed as cytotoxic | hit rate 0.62% among 55,000;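 also: potency is read from the fitted curve at half-maximal effect; 0% = DMSO only and -100% = full killing by 100 µM tamoxifen; nearly all actives have a fitted effect of over 55% in size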
#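 Luminescent ATP readout gave cell viability of p53-null H1299-neo cells after a 24 h compound exposure at the permissive 32C. Titrations ran up to 46 uM, and AC50s were fitted with the standard Hill equation.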
# NTMT1 inhibitor – blocks human N-terminal methyltransferase 1 activity. Potency, µM (highest dose often 114 µM), for inactives: at the top dose activity change, negative = inhibition, hits mostly inhibitors. hit rate 2.5% among 59,000. AID 1645870. Q9BV86. NTMT1 MTase-Glo SAH luminescence, purified enzyme;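 also: potency is read from the fitted curve at half-maximal effect; plate controls were DMSO vehicle for no effect and no enzyme for full effect; nearly all actives have a fitted effect of over 65% in size; many of its hits are not listed in these tables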
# Target sequence (Q9BV86 whole entry, looked up): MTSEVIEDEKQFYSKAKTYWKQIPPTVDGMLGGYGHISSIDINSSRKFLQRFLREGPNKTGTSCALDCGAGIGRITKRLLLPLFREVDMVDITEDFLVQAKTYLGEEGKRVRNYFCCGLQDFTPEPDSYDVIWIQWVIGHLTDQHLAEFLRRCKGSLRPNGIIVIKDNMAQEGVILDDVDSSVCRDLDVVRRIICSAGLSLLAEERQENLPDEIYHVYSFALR
# GALK inh – inhibitors of human galactokinase (GALK) | recombinant GALK, Kinase-Glo ATP luminescence, 1 h | Potency, µM (top dose mostly 57.5 µM), for inactives: at the highest dose activity, negative = inhibition, actives largely listed as inhibitors | 44,000 tested, under 10 active | P51570;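 also: plate controls were full GALK reaction for no effect and reaction lacking GALK for full effect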
#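 Luminescent ATP-depletion readout (Kinase-Glo Plus) after 1 h room-temperature incubation of human GALK (5 nM) with galactose 100 µM and ATP 35 µM, pH 8.0 HEPES/Mg2+ buffer; compounds tested in qHTS format.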
# TSG101-PTAP inh – blocks PTAP binding to human TSG101, validation | Q99816 | Fluorescence polarization, FITC-PTAP peptide/Tsg101, 20 min | Potency, µM (highest dose often 115 µM), inactives show top-dose activity change, negative = inhibition, hits mostly inhibitors | 44,000 tested, under 10 active | AID 1347069; also: potency is read from the fitted curve at half-maximal effect; 0% is about no effect
# Target sequence (Q99816 whole entry, looked up): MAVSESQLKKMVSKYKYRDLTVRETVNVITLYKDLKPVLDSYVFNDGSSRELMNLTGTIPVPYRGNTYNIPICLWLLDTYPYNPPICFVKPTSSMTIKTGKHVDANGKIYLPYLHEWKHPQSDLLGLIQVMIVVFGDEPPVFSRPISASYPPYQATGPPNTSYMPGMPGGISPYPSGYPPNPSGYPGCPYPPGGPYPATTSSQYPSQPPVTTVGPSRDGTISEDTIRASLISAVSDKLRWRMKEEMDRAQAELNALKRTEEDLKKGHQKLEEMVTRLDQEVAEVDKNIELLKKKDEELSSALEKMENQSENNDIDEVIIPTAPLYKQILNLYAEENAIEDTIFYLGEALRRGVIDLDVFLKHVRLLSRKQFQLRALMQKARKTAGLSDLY
#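 FITC-labeled PTAP peptide (50 nM final) binding to Tsg101 binding domain (10 uM final) read by fluorescence polarization after 20 min at r.t. in HEPES pH 7.5 buffer. Actives by CRC class, <25 µM.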
# p53null 39C tox – p53 null cell cytotoxicity, nonpermissive temperature; H1299 p53-null (neo) cells, 39C, ATPlite viability, 24 h; Potency, µM (series often up to 46.1 µM), for the others: at the highest dose activity, negative = cell killing, actives largely listed as cytotoxic; hit rate 0.97% among 55,000; AID 904;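 also: potency is read from the fitted curve at half-maximal effect; 0% = DMSO only and -100% = full killing by 100 µM tamoxifen; nearly all actives have a fitted effect of over 50% in size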
#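 H1299 lung cancer cells, p53-null (H1299-neo) or expressing p53 A138V (H1299-p53A138V), were plated overnight at 37C, then exposed to compounds at up to 46 uM for 24 hr at 39C. Viability was read by ATP-based luminescence.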
# An asterisk follows results filed as active; ? = inconclusive; · = not tested or not shown; [ ] = remark or other dose. Calls follow the shape of the dose curve; as a rule, active = well fitted curve in the direction sought with a large enough effect; inconclusive = small, poorly fitted or top-dose-only effect, or another doubt; inactive = no such curve, though single readings can be large; an effect the other way counts as inactive or inconclusive.
no.	SMILES	B2AR arrestin ag	FH mod	p53null 32C kill	NTMT1 inhibitor
1	O=C(NC1CC(=O)N(c2ccc(Cl)cc2)C1)C(=O)c1c[nH]c2ccccc12 (centres undefined)	-2%	-2%	-11%	1%
2	CCc1ccc(S(=O)(=O)NCc2nc3cccnc3n2Cc2cccc(OC)c2)cc1	-1%	7%	-5%	6%
3	Clc1ccccc1Cn1c(-c2cccs2)nc2ccccc21	0%	-24%	6%	?
4	O=C(NCC1CCN(Cc2cccc(F)c2)CC1)c1cc2ccc3cccnc3c2[nH]1	-1%	4%	11%	16%
5	Cc1ccc(NC(=O)C(=O)NCCCN2CCOCC2)cc1C	-2%	-9%	0%	?
6	CCn1c(SCCOc2ccccc2F)nc2ccccc21	1%	-11%	0%	?
7	Cc1ccc(C)c(NC(=O)CSc2nnc3[nH]c(=O)cc(-c4ccccc4)n23)c1	-3%	-15%	1.6µM*	-16%
8	O=C(Cn1ncc2c3ccccc3n(Cc3ccccc3)c2c1=O)NCc1cccs1	-3%	-11%	3%	3%
9	Cc1cccc(NC(=O)C(=O)NCC(c2cccnc2)N2CCOCC2)c1 (centres undefined)	-1%	-10%	23%	-4%
10	CCC(=O)Nc1ccc(CC)cc1-c1nc2ccccc2n(CC(=O)Nc2cccc(OC)c2)c1=O	0%	-6%	-5%	-11%

no.	GALK inh	TSG101-PTAP inh	p53null 39C tox
1	1%	1%	30%
2	2%	-3%	-8%
3	0%	1%	?
4	0%	0%	-23%
5	3%	-1%	10%
6	-3%	1%	-13%
7	1%	0%	?
8	3%	-1%	9%
9	2%	1%	3%
10	3%	0%	11%

# Sorted by molar mass (high to low): 6 of the compounds above
no.	SMILES	B2AR arrestin ag	FH mod	p53null 32C kill	NTMT1 inhibitor
2	CCc1ccc(S(=O)(=O)NCc2nc3cccnc3n2Cc2cccc(OC)c2)cc1	-1%	7%	-5%	6%
8	O=C(Cn1ncc2c3ccccc3n(Cc3ccccc3)c2c1=O)NCc1cccs1	-3%	-11%	3%	3%
7	Cc1ccc(C)c(NC(=O)CSc2nnc3[nH]c(=O)cc(-c4ccccc4)n23)c1	-3%	-15%	1.6µM*	-16%
3	Clc1ccccc1Cn1c(-c2cccs2)nc2ccccc21	0%	-24%	6%	?
5	Cc1ccc(NC(=O)C(=O)NCCCN2CCOCC2)cc1C	-2%	-9%	0%	?
6	CCn1c(SCCOc2ccccc2F)nc2ccccc21	1%	-11%	0%	?

no.	GALK inh	TSG101-PTAP inh	p53null 39C tox
2	2%	-3%	-8%
8	3%	-1%	9%
7	1%	0%	?
3	0%	1%	?
5	3%	-1%	10%
6	-3%	1%	-13%

# (list continues)
no.	SMILES	B2AR arrestin ag	FH mod	p53null 32C kill	NTMT1 inhibitor
11	COc1ccc(C)cc1NC(=O)CN1C(=O)CCc2cc(S(=O)(=O)N3CCOCC3)ccc21	-1%	-18%	-3%	-7%
12	COc1ccccc1N1CCN(C(CNC(=O)C(=O)NCc2cccnc2)c2cccnc2)CC1 (centres undefined)	0%	-1%	?	13%
13	CCN(Cc1ccccc1)C(=O)Cn1c(=O)n(-c2ccc(Cl)c(Cl)c2)c(=O)c2c(C)c(C(=O)N(C)C)sc21	-1%	-17%	6%	19%
14	CN1CCN(C(c2ccccc2Cl)c2sc3nc(-c4ccco4)nn3c2O)CC1 (centres undefined)	-2%	2%	-11%	6%
15	O=C(NCCC1=CCCCC1)c1ccc2c(c1)N(Cc1ccc(F)cc1)C(=O)c1ccccc1S2(=O)=O	-2%	-17%	-7%	1%
16	COc1ccc(CNC(=O)C2CCN(S(=O)(=O)c3cn(C)cn3)CC2)cc1	0%	-4%	1%	-1%
17	CC(C)C(=O)Nc1ccccc1C(=O)OCc1cc(=O)n2nc(C3CC3)sc2n1	-1%	-14%	-6%	6%
18	CCOC(=O)c1cnc2ccccc2c1NCCc1ccc(OC)c(OC)c1	1%	-30%	-9%	-7%
19	O=C(NCc1ccccc1F)C(=O)NCC(c1cccs1)S(=O)(=O)c1cccs1 (centres undefined)	-3%	-9%	8%	-1%
20	COc1ccc2c(c1)c(N1CCCC1=O)c(C(=O)Nc1ccccc1C(F)(F)F)n2C	-1%	-9%	-2%	-3%

no.	GALK inh	TSG101-PTAP inh	p53null 39C tox
11	3%	-2%	-6%
12	-3%	-3%	20µM*
13	0%	-4%	-1%
14	-3%	-2%	-9%
15	1%	0%	0%
16	-1%	-3%	-3%
17	5%	-1%	-11%
18	-14%	-3%	6%
19	-2%	-7%	16%
20	-4%	1%	-3%

# Following part.
no.	SMILES	B2AR arrestin ag	FH mod	p53null 32C kill	NTMT1 inhibitor
21	CC(C)OC(=O)c1c(NC(=O)COc2cccc(Br)c2)sc2c1CCCC2	0%	-34%	-10%	2%
22	Cc1ccccc1Cn1c(=O)n(Cc2ccc3c(c2)OCO3)c(=O)c2oc3ccccc3c21	-1%	7%	-5%	1%
23	COc1ccc(CCCc2nnc(SCC(=O)Nc3cccc(C)c3)o2)cc1C	1%	?	-6%	?
24	Cc1ccc(-n2c(=O)c3c(cnn3C)n(CC(=O)Nc3ccc(C)cc3C)c2=O)cc1	1%	2%	5%	-2%
25	CCc1ccc(S(=O)(=O)c2nnn3c2nc(Nc2ccc(F)cc2)c2cc(Cl)ccc23)cc1	0%	-18%	24%	36%[activator]
26	Cc1cccc(C)c1NC(=O)c1oc2ccc3c(c2c1C)C(=O)CC(C)(C)O3	-1%	-10%	11%	-1%
27	COc1ccc(-c2cc(C(=O)NCc3ccccc3)c3c(-c4ccccc4)[nH]nc3n2)cc1	0%	-25%	0%	-7%
28	CCOC(=O)c1cnn(-c2ccc(C(=O)Nc3ccc(C(C)=O)cc3)cc2)c1N	0%	?	3%	5%
29	Cc1ccc(C2=NN(CC(=O)NCCCN(CC(C)C)CC(C)C)C(=O)CC2)cc1	1%	5%	0%	3%
30	COc1ccc(-c2nc(C)c(CCNC(=O)C(=O)Nc3ccccc3C#N)s2)cc1OC	0%	0%	5%	1%

no.	GALK inh	TSG101-PTAP inh	p53null 39C tox
21	4%	-2%	12%
22	3%	4%	13%
23	3%	-2%	-26%
24	2%	-8%	22%
25	-4%	-1%	14%
26	?	0%	-1%
27	-2%	0%	-9%
28	0%	-4%	5%
29	1%	2%	3%
30	1%	1%	15%

# Further entries follow.
no.	SMILES	B2AR arrestin ag	FH mod	p53null 32C kill	NTMT1 inhibitor
31	COc1ccccc1CNCCSc1nnnn1C	1%	-1%	10%	10%
32	O=c1c(N2CCCCC2)csc2ccc(F)cc12	0%	8%	-19%	?
33	Cc1nc(N2CCOCC2)c2c(C(=O)NCc3ccc(Cl)cc3)c(C)oc2n1	-1%	-6%	1%	-1%
34	Cc1cccc(NC(=O)C2CCCN(S(=O)(=O)c3c(C)noc3/C=C/N(C)C)C2)c1C (centres undefined)	1%	-5%	?	2%
35	COc1ccccc1CNC(=O)c1cc2c(=O)n(Cc3cccs3)ccc2nc1C	0%	·	2%	·
36	Cc1nc(-n2nc(C)c(CCC(C)C)c2C)sc1C(=O)Nc1ccc(Cl)cc1	-5%	-10%	-11%	16%
37	CCOC(=O)c1c(-c2ccccc2)csc1NC(=O)c1cc(-c2ccc(Br)cc2)on1	0%	2%	2%	-13%
38	COc1ccc(S(=O)(=O)Nc2c(C)n(C)n(-c3ccccc3)c2=O)cc1Br	0%	11%	7%	17%
39	COc1cc(NC(=O)c2cc(C3CC3)nc3c2c(C)nn3-c2ccc(C)cc2)cc(OC)c1	1%	-27%	6%	9%
40	Cc1ccc(-n2c(=O)c3c(cnn3C)n(CC(=O)Nc3cccc(Cl)c3)c2=O)cc1	-1%	-7%	2%	-2%

no.	GALK inh	TSG101-PTAP inh	p53null 39C tox
31	3%	0%	-20%
32	0%	-2%	-15%
33	0%	-2%	-1%
34	0%	30%[activator]	25%
35	-3%	-3%	-10%
36	1%	-10%	-20%
37	-3%	0%	-9%
38	-1%	-5%	-5%
39	4%	4%	9%
40	1%	-9%	-19%

# Carrying on:
no.	SMILES	B2AR arrestin ag	FH mod	p53null 32C kill	NTMT1 inhibitor
41	Cc1cccc(N2CCN(C(=O)c3ccc(NC(=O)c4nsc5ccccc45)cc3)CC2)c1C	1%	?	?	?
42	Cc1cccc(-n2c(SCC(=O)Nc3ccccc3Cl)nc3n[nH]c(C)c3c2=N)c1	0%	?	-19%	?
43	Cc1cc2c(cc1S(=O)(=O)N1CCC(C)CC1)OCC(=O)N2	0%	6%	-4%	-6%
44	CCOc1ccccc1CNC(=O)C1CCN(S(=O)(=O)c2c(C)noc2/C=C/c2ccccc2F)CC1	-1%	2%	5%	-9%
45	CCOc1ccc(C(=O)/C=C/c2cn(CC(O)CN3CCCCCC3)c3ccccc23)cc1 (centres undefined)	-5%	-4%	-8%	?
46	Cc1ccc(C(=O)COC(=O)C(CC(C)C)NC(=O)C2CCC(C)CC2)cc1 (centres undefined)	-2%	3%	0%	3%
47	CC(=O)c1ccc(N2CCN(S(=O)(=O)c3ccc(-c4cc(C)no4)s3)CC2)cc1	0%	12%	-10%	8%
48	Cc1c(Cl)cccc1NC(=O)c1ccc2c(c1)CCCN2S(C)(=O)=O	-1%	-1%	-15%	2%
49	CC(=O)c1cccc(NC(=O)CCc2nc3cccnc3n2Cc2cccs2)c1	1%	-5%	?	-14%
50	COc1cccc(CNC(=O)CCc2nnc3n(C)c(=O)c4sccc4n23)c1	0%	1%	12%	-1%
51	CCn1cc(S(=O)(=O)c2ccc(OC)cc2)c(=O)c2cc(F)c(N3CCCCCC3)cc21	2%	-3%	-5%	2%
52	CCn1cc(C(=O)NCc2ccc(C)cc2)c(=O)c2cc(S(=O)(=O)N(C)C3CCCCC3)ccc21	0%	-27%	24%	1%

no.	GALK inh	TSG101-PTAP inh	p53null 39C tox
41	-2%	-6%	?
42	3%	-4%	20%
43	0%	1%	-28%
44	1%	-2%	-10%
45	5%	20%	13µM*
46	1%	-7%	33%[activator]
47	-2%	1%	-1%
48	-12%	-8%	-29%
49	0%	-4%	3%
50	4%	-12%	-12%
51	-7%	4%	8%
52	8%	-2%	-15%

# In the list so far, these have two or more sulfur atoms.
no.	SMILES	B2AR arrestin ag	FH mod	p53null 32C kill	NTMT1 inhibitor
19	O=C(NCc1ccccc1F)C(=O)NCC(c1cccs1)S(=O)(=O)c1cccs1 (centres undefined)	-3%	-9%	8%	-1%
47	CC(=O)c1ccc(N2CCN(S(=O)(=O)c3ccc(-c4cc(C)no4)s3)CC2)cc1	0%	12%	-10%	8%

no.	GALK inh	TSG101-PTAP inh	p53null 39C tox
19	-2%	-7%	16%
47	-2%	1%	-1%

# The list is partial; count on the stated rates, not on these rows.
